Compound activity (PubChem)
CCT chaperon mod – High-Throughput Screening for Modulators of Cytosolic Chaperonin Activity | purified chaperonin ATPase assay, HTRF ADP detection, 30 min | activity change, % (concentration not given with the values), hits read low | actives 0.3% (n = 360,000) | AID 651819, 2012; in the data active = activity change below about -30%; also: % is scaled to controls: 0 for no effect and ±100 for the full control effect
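Enzyme 40 or 20 nM (batch-dependent) in Tris pH 7.4/KCl/MgCl2/DTT; cpd 76 uM single point; ATP 10 uM; 30 min 37 °C; Transcreener ADP HTRF detection, 30 min RT; ratio 665/615.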
WRN helicase inh – qHTS for Inhibitors of WRN Helicase; Potency, µM (series often up to 114 µM), without a hit: at the top dose activity change, negative = inhibition, most hits filed as inhibitors; WRN helicase unwinding, fluorescent forked duplex, kinetic; Bifunctional 3'-5' exonuclease/ATP-dependent helicase WRN (Homo sapiens), Q14191; actives 0.46% (n = 360,000); also: potency is read from the fitted curve at half-maximal effect; % is scaled to controls: 0 for no effect and ±100 for the full control effect; nearly all actives have a fitted effect of over 55% in size
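WRN at 20 nM final preincubated with compound 15 min at room temperature; reaction started with 100 nM fluorophore/quencher forked duplex oligonucleotide and 2 mM ATP final. Unwinding followed kinetically by red fluorescence (ex 525, em 598 nm).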
PI5P4K alpha inh – qHTS for Inhibitors of phosphatidylinositol 5-phosphate 4-kinase (PI5P4K); Phosphatidylinositol 5-phosphate 4-kinase type-2 alpha (Homo sapiens), P48426; PI5P4Kalpha enzyme, ADP-Glo luminescence, 60 min; stronger effect = lower value; max response, %; actives 1.2% (n = 330,000); AID 652105, 2013; active = max response of -50% or lower; inconclusive = between -30% and -50%; inactive = -30% or higher; also: value at the top dose of about 77 µM; % is scaled to controls: 0 for no effect and ±100 for the full control effect
Target sequence (P48426 whole entry, looked up): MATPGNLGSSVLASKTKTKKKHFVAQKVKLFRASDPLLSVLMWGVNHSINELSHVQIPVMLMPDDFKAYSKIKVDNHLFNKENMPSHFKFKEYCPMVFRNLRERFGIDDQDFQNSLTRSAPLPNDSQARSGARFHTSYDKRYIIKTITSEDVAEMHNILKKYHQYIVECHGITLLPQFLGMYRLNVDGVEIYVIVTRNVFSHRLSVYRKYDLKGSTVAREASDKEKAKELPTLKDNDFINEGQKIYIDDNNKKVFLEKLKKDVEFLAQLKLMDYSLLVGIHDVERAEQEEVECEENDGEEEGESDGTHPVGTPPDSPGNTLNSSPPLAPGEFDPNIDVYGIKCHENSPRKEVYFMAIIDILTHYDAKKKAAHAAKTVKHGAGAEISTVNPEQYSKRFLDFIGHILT
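Human PI5P4Kalpha with substrate in 0.038 M HEPES pH 7.4, 0.28 mM EGTA, 0.1% CHAPS, 5% DMSO; reaction started with 5 microM ATP (final), 60 min at room temperature. ADP formed read by ADP-Glo luminescence.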
EPAC1 agonist – qHTS for Agonist of cAMP-regulated guanine nucleotide exchange factor 3 (EPAC1): primary screen. Potency, µM (titrated, usually from 154 µM), inactives show at the highest dose activation, hits mostly activators. Rap guanine nucleotide exchange factor 3 (Homo sapiens), O95398. AID 720707, 2013. EPAC1 agonist qHTS, biochemical assay; response scale: 100% = response to 6.5 mM cAMP. actives 0.073% (n = 360,000); also: potency is read from the fitted curve at half-maximal effect; nearly all actives have a fitted effect of over 60% in size
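Normalized to 6.5 mM cAMP, activity reflects EPAC1-catalysed release of BODIPY-GDP from Rap1B, followed kinetically over 30 min at 480 nm excitation, 540 nm emission. Reaction contained 100 nM EPAC1, 250 nM Rap1B-BODIPY-GDP, 50 uM GDP.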
EPAC1 antagonist – qHTS for Antagonist of cAMP-regulated guanine nucleotide exchange factor 3 (EPAC1): primary screen | Rap guanine nucleotide exchange factor 3 (Homo sapiens), O95398 | EPAC1 GEF assay, Rap1b-BODIPY-GDP exchange fluorescence | Potency, µM (top dose mostly 115 µM), without a hit: at the highest dose activity change, negative = inhibition, actives largely listed as inhibitors | actives 0.14% (n = 360,000);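 also: potency is read from the fitted curve at half-maximal effect; plate controls were vehicle for no effect and positive control for full effect; nearly all actives have a fitted effect of over 50% in size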
EPAC2 antag – qHTS for Antagonist of cAMP-regulated guanine nucleotide exchange factor 2 (EPAC2): primary screen | Rap guanine nucleotide exchange factor 4 (Homo sapiens), Q8WZA2 | actives 0.18% (n = 360,000) | Potency, µM (highest dose often 114 µM), inactives show at the highest dose activity, negative = inhibition, actives largely listed as inhibitors | AID 720708, 2013 | EPAC2 GEF exchange of Rap1B-BODIPY-GDP, fluorescence; also: potency is read from the fitted curve at half-maximal effect; % is scaled to controls: 0 for no effect and ±100 for the full control effect; nearly all actives have a fitted effect of over 45% in size; many of its hits are not listed in these tables
PLK1 PBD inh – qHTS for Inhibitors of PLK1-PDB (polo-like kinase 1 - polo-box domain): Primary Screen; Serine/threonine-protein kinase PLK1 (Homo sapiens), P53350; Plk1 PBD binding of FITC phosphopeptide, fluorescence polarization; Potency, µM, inactives show max response, negative = inhibition, usual class: inhibitors; actives 2.8% (n = 360,000); also: potency is read from the fitted curve at half-maximal effect; series mostly up to about 57 µM; % is scaled to controls: 0 for no effect and ±100 for the full control effect; nearly all actives have a fitted effect of over 65% in size
Target sequence (P53350 whole entry, looked up, the tested form may be a part): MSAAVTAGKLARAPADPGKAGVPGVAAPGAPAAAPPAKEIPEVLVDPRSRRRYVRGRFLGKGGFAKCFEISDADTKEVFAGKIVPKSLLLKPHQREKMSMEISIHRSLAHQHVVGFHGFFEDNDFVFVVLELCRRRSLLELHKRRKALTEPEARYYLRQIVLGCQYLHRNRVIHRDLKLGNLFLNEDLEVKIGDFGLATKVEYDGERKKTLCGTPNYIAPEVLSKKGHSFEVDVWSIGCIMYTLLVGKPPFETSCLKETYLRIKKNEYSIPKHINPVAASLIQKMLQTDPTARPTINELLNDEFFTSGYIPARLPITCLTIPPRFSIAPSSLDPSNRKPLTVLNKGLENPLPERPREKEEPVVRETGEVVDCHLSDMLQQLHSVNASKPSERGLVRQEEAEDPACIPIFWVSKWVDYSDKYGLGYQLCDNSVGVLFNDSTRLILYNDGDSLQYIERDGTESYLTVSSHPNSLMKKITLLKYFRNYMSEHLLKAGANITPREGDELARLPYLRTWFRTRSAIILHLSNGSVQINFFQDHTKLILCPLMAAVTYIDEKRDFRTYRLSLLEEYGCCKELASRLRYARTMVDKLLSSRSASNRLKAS
Mm-Cpn inhibitor – Inhibitors of TCP-1 ring complex (TRiC) of Methanococcus maripaludis (MmCpn): qHTS; actives 0.031% (n = 330,000); Potency, µM (series often up to 76.9 µM), for inactives: at the highest dose activity, negative = inhibition, actives largely listed as inhibitors; Chaperonin Mm-Cpn (Methanococcus maripaludis); purified Mm-Cpn ATPase, ADP Transcreener TR-FRET; AID 504842, 2011; also: potency is read from the fitted curve at half-maximal effect; % is scaled to controls: 0 for no effect and ±100 for the full control effect; nearly all actives have a fitted effect of over 80% in size
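ATPase turnover read by TR-FRET ADP competition (Eu cryptate antibody/ADP-d2, 665/590 nm): 10uM ATP final, 25nM Mm-CPN final, 30 min 37degC after 10-min compound preincubation, pH 7.4 Tris/KCl/MgCl2/DTT buffer.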
Active calls of the source: *; ? = inconclusive; nt = not tested or not shown; [ ] = remark or other dose. Unless noted, calls follow the shape of the dose curve; as a rule, active = well fitted curve in the direction sought with a large enough effect; inconclusive = small, poorly fitted or top-dose-only effect, or another doubt; inactive = no such curve, though single readings can be large; an effect the other way counts as inactive or inconclusive. A portion of the library. The share of hits here may be higher or lower than overall.

SMILES	CCT chaperon mod	WRN helicase inh	PI5P4K alpha inh	EPAC1 agonist	EPAC1 antagonist	EPAC2 antag	PLK1 PBD inh	Mm-Cpn inhibitor
Cc1ccc(C)c(NC(=O)C2CCCN(c3cnccn3)C2)c1 (stereo not given)	-8.7	-2%[57.1 µM]	-2	0%	-9%	3%	-18%	-1%
CNC(=S)NNC(=O)c1ccccc1Br	-4.0	-20%	9	-3%	?	1%	-9%	1%
Cc1cccc(NC(=O)CC23CC4CC(C2)CC(n2nnc(C)n2)(C4)C3)c1	-3.9	-24%	1	-8%	-2%	-12%	-24%	1%
O=C(C1=C(O)C(=O)N(CCc2ccccc2)C1c1ccncc1)c1cc2ccccc2o1 (stereo not given)	-10	-20%	-14	5%	7%	?	-14%	-7%
CCOC(=O)CNC(=O)c1ccccc1Br	-2.8	-23%[57.1 µM]	0	-5%	13%	2%	-2%	1%
O=C(Nc1ccccc1)[C@@H]1[C@@H]2C(=O)N(c3ccc(F)cc3)C(=O)[C@@H]2[C@H]2C=CC=NN21	-0.8	7%	-2	3%	13%	11%	-5%	0%
COc1cccc(/C=C/C(=O)NNC(=O)c2ccccc2)c1OC	-0.5	15%	4	1%	9%	3%	2%	-1%
O=C(N/C=C/c1ccc(Cl)cc1)NCc1ccc(Cl)cc1	-2.2	-5%	-8	0%	-7%	0%	-9%	1%
COC(=O)CSc1nnc(-c2ccccn2)n1N	-1.2	-18%	1	5%	8%	1%	0%	2%
Cc1nnc2c3ccccc3c(-c3cccs3)nn12	4.6	-13%	8	-1%	2%	-17%	-2%	0%
COc1cc2c(cc1OC)C(c1ccc(-c3ccc(Cl)cc3Cl)o1)=NCC2	-3.0	-3%	15	4%	0%	14%	1%	0%
CCCCc1c(C)nc2ccc(C(=O)OCC)cc2c1Cl	4.0	-6%	5	4%	9%	1%	2%	1%
Cc1ccc(C(=O)N/N=C/c2ccc(S(=O)(=O)O)o2)c(Cl)c1	-0.8	8%	-11	0%	7%	1%	-2%	-4%
COC(=O)/C=c1/s/c(=C(\C#N)C(=O)NCc2ccco2)n(-c2ccccc2)c1=O	-0.6	-8%[11.6 µM]	-25	3%	-8%	3%	-11%	-3%
CC(=O)Nc1ccc2c(c1)Cc1c(F)cccc1-2	-0.1	-17%	1	1%	-9%	8%	0%	nt
COc1ccc2[nH]cc(CCN=C3SCC(=O)N3C)c2c1	1.1	-14%	5	-5%	10%	14%	1%	2%
Cc1nn(CC(=O)N2CCN(c3ccc(Cl)cc3)CC2)c(=O)c2cccn12	-0.8	-7%	-3	-1%	2%	2%	-11%	-1%
CCOc1ccc(CCNC(=O)COC(=O)c2cccnc2SC)cc1OCC	-0.9	2%	5	4%	13%	1%	-3%	1%
CCC1(C(=O)NC(=Nc2ccccc2)Nc2ccccc2)CCOC1=O (stereo not given)	-0.8	5%	5	-8%	9%	20%	1%	nt
COc1ccccc1NC(=O)Nc1ccc(C)cn1	-0.5	-3%	-1	3%	2%	-2%	4%	1%
O=c1c(-c2ccccc2)cocc1-c1ccccc1	1.5	-3%	1	2%	7%	-10%	-9%	nt
C=CCN1C(=O)S/C(=C/c2ccsc2)C1=O	-1.5	-4%	nt	6%	12%	8%	-3%	2%
O=C(C(=O)N1CCN(C/C=C/c2ccccc2)CC1)c1ccccc1	nt	-11%	6	-1%	-24%	-7%	-7%	nt
COc1ccc2c(c1)CCc1c(C(=O)NCc3ccc(F)cc3)noc1-2	-2.9	4%	0	-1%	-6%	7%	-9%	1%
Cc1c(NC(=S)NC(=O)c2ccc(-c3ccc(Cl)cc3)o2)cccc1C(=O)O	1.8	-23%	-3	-5%	7%	-26%	?	-2%
Cc1cc(C)cc(NC(=O)COC(=O)CCc2ccc(S(=O)(=O)N3CCOCC3)cc2)c1	-0.9	-2%	11	1%	-28%	0%	-2%	0%
O=C(Nc1nnc(C2CCCCC2)s1)C1CC(=O)N(c2ccccc2)C1 (stereo not given)	-1.2	-1%	5	-9%	-5%	2%	-8%	3%
O=C(Cn1ncc(Cl)c(Cl)c1=O)NC1CCCCC1	-0.6	1%	-12	-16%	-7%	-2%	-14%	-2%
CCOc1cc(CNCCSc2nnnn2C)cc(Br)c1OCc1ccccc1	-1.6	-9%	1	15%	-4%	-8%	3%	3%
C=C1c2cccc(OC)c2O[C@H](C(=O)OCC)[C@@H]1CC(CC)CCCC (stereo not given in full)	2.2	-12%	12	-34%[inhibitor]	-29%	?	-5%	1%
CC1CCCN(CC(O)COCC2COc3ccccc3O2)C1 (stereo not given)	0.4	-3%[57.1 µM]	9	7%	16%	0%	-4%	0%
COc1cccc(N=Nc2ccc3cccnc3c2O)c1	-1.3	6%	?	-2%	-26%	-8%	-19%	?
COC(=O)C1(C(F)(F)F)N=C2Sc3ccccc3N2C(N2CCOCC2)=N1 (stereo not given)	1.0	-7%	3	1%	-9%	?	-4%	-4%
COc1ccc(/C=C(/NC(=O)c2ccc(Br)cc2)C(=O)Nc2cccc(C(=O)O)c2)cc1	1.6	-8%	1	5%	0%	-16%	0%	nt
Nc1nc(CN2CCN(c3ccccn3)CC2)nc(Nc2ccc(F)cc2)n1	-1.6	-7%	nt	8%	-6%	-16%	-7%	1%
CCOC(=O)NC(=O)C(=CNc1ccc(C)cc1)C(=O)NC(=O)OCC	0.8	-8%	-2	2%	-8%	23%	3%	-3%
CCCCn1c(N)c(N(CCOC)C(=O)Cn2c(=O)cnc3ccccc32)c(=O)[nH]c1=O	-1.0	4%	-2	5%	3%	3%	1%	1%
CCc1noc(C)c1C(=O)NNC(=O)c1cc(OC)c(OC)c(OC)c1	1.4	3%	0	3%	-3%	16%	-2%	-3%
CNc1oc(-c2ccccc2)nc1C#N	0.4	-8%	-4	7%	-21%	-4%	-3%	-3%
Cc1nc(SCc2ccc(C(=O)O)cc2)nc2c1CCCC2	-2.5	-5%	4	12%	8%	-4%	-18%	0%
O=C(NCc1ccco1)c1cccc2c1C(=O)c1ccc(/C=C/c3ccccc3)cc1S2(=O)=O	-1.7	-14%[11.6 µM]	-72*	-6%	?	2%	?	-3%
Cc1noc(C)c1COc1ccccc1C(=O)N(C)CC(=O)Nc1ccc(F)c(F)c1F	3.2	-9%	8	2%	0%	0%	2%	1%
CCC1c2ccc(C)n2CCN1C(=O)Nc1ccccc1OC (stereo not given)	-2.2	-8%	0	10%	10%	-2%	-3%	0%
CCOC(=O)[C@]12CCCC=C1N(Cc1ccco1)C(=O)[C@H](CC(=O)NCc1ccccc1)C2	1.2	1%	10	6%	8%	9%	3%	nt
O=C1CCCC2=C1C1(CCCC1)N=C(Nc1nc3ccccc3s1)N2	-0.4	10%	nt	6%	12%	13%	-10%	1%
COc1cc(-c2noc(C)c2/C=C/c2ccc(N)cc2)cc(OC)c1OC	-23	-1%	0	7%	15%	-12%	1%	2%
CC(C)c1ccc(NC(=O)Nc2nc(C(N)COCc3ccccc3)cs2)cc1 (stereo not given)	0.6	-12%	2	1%	?	10%	6%	nt
CC1(C)SC[C@H](C(=O)Nc2cccc(Cl)c2)N1C=O	0.7	-16%	3	-1%	-14%	-4%	0%	1%
O=S(=O)(Nc1nc2ccccc2nc1Nc1ccc2c(c1)OCO2)c1ccccc1	0.4	-12%	-2	-1%	0%	6%	?	1%
CN(C)S(=O)(=O)c1cccc(NC(=O)COC(=O)CCSc2ccc(Cl)cc2)c1	-0.6	-4%	-1	18%	?	-10%	-4%	0%

Remaining list, next part
SMILES	CCT chaperon mod	WRN helicase inh	PI5P4K alpha inh	EPAC1 agonist	EPAC1 antagonist	EPAC2 antag	PLK1 PBD inh	Mm-Cpn inhibitor
CN(C)c1ccc(CN2CCC(C(N)=O)CC2)cc1	0.8	3%	-7	-1%	-4%	5%	-16%	-9%
O=C1COc2ccc(C(=O)COC(=O)CCOc3ccccc3)cc2N1	0.6	1%	-4	-2%	3%	5%	-3%	-6%
COCCCn1c(C)nnc1SCC(=O)Nc1ccc(C(C)=O)cc1	0.7	-5%	-3	12%	-18%	-2%	-11%	0%
CCc1nnc(NS(=O)(=O)c2ccc(NC(=S)NC(=O)/C=C/c3ccc([N+](=O)[O-])cc3)cc2)s1	-0.7	-2%	-17	-2%	-1%	-2%	-11%	2%
O=C(CSCc1cccc(Cl)c1)N/N=C/c1ccc(OCC(=O)N2CCCCC2)cc1	0.6	-5%	nt	8%	0%	-1%	-1%	-1%
Cc1ccnc(NC(=O)C2CCN(S(=O)(=O)c3ccc(C)c(C)c3)CC2)c1	0.0	1%	-9	1%	-2%	-9%	0%	-1%
CCCOc1ccc(C(=O)Nc2ccc(S(=O)(=O)Nc3onc(C)c3C)cc2)cc1	1.5	-20%	7	2%	-26%	5%	-9%	1%
COc1ccc(NC(=O)CCC(=O)c2cccs2)cc1S(=O)(=O)Nc1ccccc1Cl	-1.2	-31%	9	5%	-2%	-7%	-22%	-2%
O=C(Cc1ccccc1Cl)Nc1cccc(S(=O)(=O)N2CCCCCC2)c1	-1.5	-6%	2	13%	-21%	-13%	-7%	2%
CCc1c(C(=O)N/N=C/c2ccsc2)csc1C	-5.9	0%	10	9%	6%	-7%	-2%	0%

A second format for two compounds above:
The line under a structure holds: CCT chaperon mod	WRN helicase inh	PI5P4K alpha inh	EPAC1 agonist	EPAC1 antagonist	EPAC2 antag	PLK1 PBD inh	Mm-Cpn inhibitor
CCc1nnc(NS(=O)(=O)c2ccc(NC(=S)NC(=O)/C=C/c3ccc([N+](=O)[O-])cc3)cc2)s1
→ -0.7	-2%	-17	-2%	-1%	-2%	-11%	2%
COCCCn1c(C)nnc1SCC(=O)Nc1ccc(C(C)=O)cc1
→ 0.7	-5%	-3	12%	-18%	-2%	-11%	0%
